# From PubChem BioAssay
# PAX8 reporter: PAX8 transcriptional activity inhibition; RMG-I TPO-luciferase reporter, SteadyGlo, 24 h; inhibition, % at 12.6 µM; 360,000 tested, 1.2% active;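 active means mean replicate inhibition at least 60% with every replicate also reaching 60%; inconclusive means only one of the two criteria is met; inactive means mean below 60% and not all replicates reaching 60%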;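 further: luciferase light reporting Pax8 driven TPO promoter activity; plate controls were median of neutral control wells for no effect and mitoxantrone controls for full effect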
# Cneo AK release: Cryptococcus neoformans lysis via adenylate kinase release; C. neoformans lysis, adenylate kinase release luminescence, 4 h; normalised: neutral wells 0, clomiphene wells 100; lysis activity, % at 15 µM; 360,000 tested, 0.2% active; AID 651654;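 active means mean lysis activity across replicates of at least 80%, whatever share of replicates individually reach that level; inactive means mean lysis activity below 80%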
#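 Assay system: Cryptococcus neoformans yeast cells / Dosing: single-point compound dose / Timing: 4 h at 37 °C static, read 1 h later / Measured by: luminescence of released adenylate kinase using an AK detection reagent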
# GSIS activator: GLuc luminescence reporter in INS-1E cells, primary screen for activators of glucose-dependent secretion of insulin; INS-1E GLuc reporter insulin secretion, 2-3 h; activation, % at 16.6 µM; 370,000 tested, 0.61% active; AID 743287;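 active means lowest replicate activation of at least 40%, so every replicate reaches that level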;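 further: 0% = median of neutral control wells and 100% = median of IBMX positive control wells; some compounds called inactive have numbers as strong as hits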
# C2C12 statin: suppressors of simvastatin-induced myotoxicity in C2C12 myotubes; AID 602340; 330,000 tested, 0.78% active; rescue of ATP level, % at 7.49 µM; ATP luminescence, 48 h; scaled: DMSO 0, geranylgeraniol control 100;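 active means mean ATP rescue above about 67%, or every replicate alone reaching that limit, limit read from the data, passing the limit was not always enough; inconclusive means no clear call, values can overlap the other calls; inactive means mean under the limit and some replicate under it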;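 further: myotubes were challenged with 10 µM simvastatin during compound exposure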
# ARNT-TACC3 inh: disrupts binding between human ARNT and TACC3; Q9Y6A5; 390,000 tested, 0.66% active; inhibition, % at 9.99 µM; AlphaScreen His-ARNT PAS-B/GST-TACC3 binding, luminescence; TACC3 fragment carries E629A point mutation; AID 623870;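 active means mean inhibition of replicates at least 50% and at least half of replicates each reaching 50%; inconclusive means half or more replicates reach 50% but mean below 50%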;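 further: 0% = complete ARNT plus TACC3 wells and 100% = ARNT alone without TACC3; many hits fall short of the cut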
# LGR2 antag: Drosophila LGR2 receptor signaling inhibition. inhibition, % at 9.99 µM. 380,000 tested, 0.35% active. HEK293 LGR2, CRE-luciferase, bursicon-stimulated, 4 h;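 active means drop in luminescence signal, shown as inhibition above about 50% in the replicate tests, limit read from the data, passing the limit was not always enough; inconclusive means probably only some replicates passing the limit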;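 further: agonist challenge used bursicon conditioned medium at about half maximal strength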
# PglD DTNB: inhibitors of Campylobacter jejuni PglD acetyltransferase. purified PglD enzyme, DTNB colorimetric CoA detection. inhibition, % at 12.5 µM. 360,000 tested, 0.098% active. AID 602405; in the data active means inhibition above about 16%, passing the limit was not always enough; inconclusive means no clear call, values can overlap the other calls; further: strong numbers were not always called active
# PGC1a acetyl inh: PGC1a acetylation modulation, inhibitor mode; U2OS PGC1a acetylation, AlphaScreen anti-acetyl-lysine; with virally co-expressed GCN5 acetyltransferase; inhibition, % at 15.6 µM; 350,000 tested, 0.17% active;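 active means every replicate shows inhibition of at least 40%; inconclusive means mean inhibition at least 40% but some replicate below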;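 further: 0% = neutral control wells and 100% = positive control wells; some results beyond the cut were filed as inactive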
# The depositor's hits bear a star; ? = inconclusive; / = not tested or not shown.
SMILES,PAX8 reporter,Cneo AK release,GSIS activator,C2C12 statin,ARNT-TACC3 inh,LGR2 antag,PglD DTNB,PGC1a acetyl inh
C[C@@H]1CN([C@H](C)CO)C(=O)c2cccc(NC(=O)CCCCCC(=O)Nc3ccccc3N)c2O[C@@H]1CN(C)C(=O)Nc1ccc(C(F)(F)F)cc1,-2.0,/,12.7,/,/,1.6,/,-2.8
Cc1ccc(N(CCO)C(=S)Nc2ccccc2)cc1,-26.7,0.5,5.2,3.1,-3.4,-27.6,-5.5,-10.6
O=C1CSCC(=O)N1c1ncc(C(F)(F)F)cc1Cl,-18.1,/,-1.2,/,3.5,13.2,/,6.4
O=C(C[C@H]1C[C@H]2c3cc(NC(=O)NC4CCCCC4)ccc3O[C@H]2[C@H](CO)O1)NCCc1ccccc1,-46.9,/,6.0,/,/,18.4,/,11.1
Cc1ccc(S(=O)(=O)N(C)C[C@@H]2OCCCC[C@@H](C)Oc3ccc(NC(=O)CCC(F)(F)F)cc3C(=O)N([C@@H](C)CO)C[C@@H]2C)cc1,-7.5,49.7,-11.9,/,7.3,-10.8,-0.4,4.7
O=C(OCCCc1cc2ccccc2c(=O)o1)c1ccccc1C(F)(F)F,1.8,-0.4,11.0,5.5,-5.5,-45.7,3.5,/
O=C(c1ccccc1)N1CCN(C2CC3CCC2C3)CC1 (stereo unspecified),/,-2.0,/,0.3,-10.3,/,-3.0,6.4
O=C(CCC1CCCC1)Nc1cccn(Cc2ccccc2Br)c1=O,-2.9,-6.1,-11.2,/,-4.4,-6.8,4.5,0.2
O=C(/C=N/NC(=O)c1ccc(Cl)cc1Cl)c1ccccc1,-50.2,-2.0,-43.1,-13.7,-5.8,-92.9,9.3,16.9
COc1cccc(-c2nc(CS(=O)(=O)CC(=O)Nc3cccc(C(C)=O)c3)c(C)o2)c1,18.6,/,-3.7,/,-6.9,1.3,/,/

# Another view of six compounds above:
# Every second line gives: PAX8 reporter, Cneo AK release, GSIS activator, C2C12 statin, ARNT-TACC3 inh, LGR2 antag, PglD DTNB, PGC1a acetyl inh
O=C(C[C@H]1C[C@H]2c3cc(NC(=O)NC4CCCCC4)ccc3O[C@H]2[C@H](CO)O1)NCCc1ccccc1
 : -46.9, /, 6.0, /, /, 18.4, /, 11.1
Cc1ccc(S(=O)(=O)N(C)C[C@@H]2OCCCC[C@@H](C)Oc3ccc(NC(=O)CCC(F)(F)F)cc3C(=O)N([C@@H](C)CO)C[C@@H]2C)cc1
 : -7.5, 49.7, -11.9, /, 7.3, -10.8, -0.4, 4.7
O=C(OCCCc1cc2ccccc2c(=O)o1)c1ccccc1C(F)(F)F
 : 1.8, -0.4, 11.0, 5.5, -5.5, -45.7, 3.5, /
O=C(c1ccccc1)N1CCN(C2CC3CCC2C3)CC1 (stereo unspecified)
 : /, -2.0, /, 0.3, -10.3, /, -3.0, 6.4
O=C(CCC1CCCC1)Nc1cccn(Cc2ccccc2Br)c1=O
 : -2.9, -6.1, -11.2, /, -4.4, -6.8, 4.5, 0.2
O=C(/C=N/NC(=O)c1ccc(Cl)cc1Cl)c1ccccc1
 : -50.2, -2.0, -43.1, -13.7, -5.8, -92.9, 9.3, 16.9

# (cont.)
SMILES,PAX8 reporter,Cneo AK release,GSIS activator,C2C12 statin,ARNT-TACC3 inh,LGR2 antag,PglD DTNB,PGC1a acetyl inh
O=C(NCCc1ccccc1)c1ccccc1NS(=O)(=O)N1CCCC1,/,-0.9,/,-12.2,0.3,/,5.9,-1.0
Cc1ccc(CNC(=O)c2ccc(F)c(S(=O)(=O)N3CCOCC3)c2)cc1,12.3,-0.7,-6.6,3.2,-2.8,8.9,7.2,0.8
COCCNc1nc(Nc2ccc(C)cc2C)c2sccc2n1,49.1,-0.3,-5.2,-33.7,/,-20.4,2.4,/
C[C@H]1CN([C@@H](C)CO)S(=O)(=O)c2ccc(-c3cccc(F)c3)cc2O[C@@H]1CN(C)S(=O)(=O)c1ccc(F)cc1,/,2.7,-1.2,?,8.3,7.6,-0.9,-17.4
C[C@H]1CCCCO[C@H](CN(C)C(=O)NC2CCCCC2)[C@@H](C)CN([C@@H](C)CO)C(=O)c2cc(NC(=O)Nc3ccc4c(c3)OCO4)ccc2O1,66.1*,-4.1,-13.5,/,17.3,12.0,1.1,17.3
COc1cc(C(C)=O)ccc1OCC(=O)Nc1ccc2nc(C)sc2c1,4.1,1.2,22.2,-2.4,/,-25.4,7.0,3.7
CCC(=O)NC1(C(F)(F)F)C(=O)Nc2c1c(=O)[nH]c(=O)n2CC(C)C (stereo unspecified),0.1,-3.2,2.8,-3.7,-4.1,7.4,3.7,2.1
CCOC(=O)c1ccc(CN(Cc2ccc(C)cc2)S(=O)(=O)c2cccc([N+](=O)[O-])c2)cc1,-18.7,/,6.6,/,-11.3,8.4,/,/
O=C(Nc1cccc(S(=O)(=O)Nc2ccc(Cl)cc2)c1)c1ccccn1,25.8,2.9,/,1.2,-0.9,/,1.2,-0.3
O=C(Nc1ccc(Cl)cc1)N[C@@H]1CC[C@H](CCn2cc(-c3ccccc3F)nn2)O[C@@H]1CO,29.0,-4.4,-33.4,4.9,9.0,-4.7,-2.7,6.7
COc1ccc(CCn2c(C)cc(C(=O)CSc3nnnn3-c3ccccc3)c2C)cc1OC,/,1.7,1.0,-48.8,2.8,-7.6,4.2,4.3
O=C(NCc1ccccc1)c1ccc(S(=O)(=O)Nc2cccc(C(F)(F)F)c2)cc1,-14.6,-6.5,-30.8,-5.9,-4.9,8.2,1.5,-24.1
Cc1ccc(-c2csc(Cc3nc(-c4cc5ccccc5oc4=O)cs3)n2)cc1,/,1.9,29.6,9.7,-2.1,-3.3,3.7,6.4
CNC(=O)c1ccc(-c2ccc(OC)cc2)s1,/,75.0,-6.3,-9.0,1.3,0.3,-10.2,1.7
CC(=O)C1CCC2C3CC(O)C4=CC(=O)CCC4(C)C3C(=O)CC12C (stereo unspecified),6.2,/,19.1,-1.9,-13.8,-1.0,/,10.4
O=C(Nc1ccccc1)N1CCc2ccccc21,-115.8,-15.3,/,-20.1,-7.0,/,-3.8,3.3
COc1cccc(CNC(=O)C2CCN(S(=O)(=O)c3c(C)nn(C)c3C)CC2)c1,6.3,-0.8,-1.1,-9.8,/,10.9,1.8,-9.9
Cc1noc(C)c1NC(=O)N(C)C[C@@H]1OCc2ccccc2-c2c(n(C)c3ccccc23)C(=O)N([C@H](C)CO)C[C@@H]1C,-9.9,0.8,11.2,-4.8,-3.1,-8.0,0.0,6.7
CC(=O)Nc1c(Cl)cc2c(c1Cl)C(=O)c1ccccc1-2,13.1,-0.2,34.7,9.2,-1.3,-4.1,-2.4,-1.2
O=C(CSc1nc(=O)n(CCN2CCOCC2)c2c1CCCC2)Nc1ccccc1Cl,6.3,-0.6,-4.1,0.3,/,-21.4,5.3,/
CC(C)=CCCC(C)CN1CCC(O)CC1 (stereo unspecified),/,0.9,11.1,1.5,-2.5,0.8,-3.5,4.9
CCOC(=O)N1CCC(NC(=O)Cc2ccccc2)CC1,-11.3,3.4,1.8,-3.5,-7.3,10.7,-2.9,25.3
CCCN(C)C[C@@H]1Oc2cc(C#Cc3ccccn3)ccc2S(=O)(=O)N([C@H](C)CO)C[C@@H]1C,/,6.3,-12.4,33.8,1.2,-9.5,1.8,-26.9
O=[N+]([O-])c1ccc(OCCn2cnc3ccccc32)cc1,-9.4,/,-5.0,/,-4.2,-6.8,/,-9.8
Cc1ccc(N=Cc2sc(O)c3ccccc23)c(C)c1,-112.1,/,/,2.0,11.7,/,/,1.5
COC(=O)c1ccc(NC(=S)N2CCN(Cc3ccc(Cl)cc3)CC2)cc1,12.1,6.1,/,-3.2,27.4,/,-2.9,-5.2
CS(=O)(=O)N(CC(=O)NCc1ccccc1Cl)C1CCCCC1,8.7,0.2,24.1,-4.3,2.7,5.8,6.0,3.2
COc1cccc(CNC(=O)CCC(=O)N2CCOCC2)c1,-6.4,1.1,0.9,1.7,5.4,6.2,0.4,14.3
COc1ccc(-c2nnc3ccc(SCC(=O)N4CCCCC4)nn23)cc1OC,7.4,-0.5,19.6,/,5.5,1.5,0.8,-7.5
CCCNC(=O)C1(C)CCCN(Cc2cc3ccccc3o2)C1 (stereo unspecified),14.1,0.1,-14.6,20.8,/,2.7,9.5,/
CCOC(=O)/C(C#N)=C(C)/C=C1\Sc2ccccc2N1CC,27.3,3.0,0.6,-12.1,2.3,-20.4,0.8,-3.0
Cn1c(/C=N/NC(=O)c2ccccc2)nc2ccccc21,/,-0.9,14.8,-1.1,10.1,3.8,0.6,8.6
COc1cc(=O)[nH]c(SC(C)C(=O)Nc2nc3c(s2)CCCC3)n1 (stereo unspecified),-57.8,-0.5,-2.9,0.7,-3.5,5.5,-2.4,/
O=C(Cn1cnc2c(cnn2-c2ccccc2)c1=O)N1CCN(c2ccc(F)cc2)CC1,/,/,8.9,/,-2.5,-2.4,/,-2.8
COc1ccc(CC(=O)NCc2n[nH]c(=S)n2-c2ccc(Br)cc2)cc1,-5.4,/,-9.0,/,-3.8,/,/,0.9
O=C(OC(C(=O)NCc1ccccc1)c1cccs1)c1ccccc1 (stereo unspecified),-29.5,-3.6,/,/,-8.4,/,-6.4,12.7
Cc1cc(C)c(NC(=O)CSc2nnc(SCC(=O)Nc3c(C)cc(C)cc3C)n2N)c(C)c1,/,0.6,/,9.3,4.6,/,-12.4,19.1
COCC(=O)Nc1ccc2c(c1)C(=O)N(C)[C@@H]1CC[C@@H](CC(=O)NCC3CCCCC3)O[C@@H]1CO2,-0.3,-0.7,-13.6,43.2,-1.4,4.6,-2.0,-0.3
Cc1cccc(C)c1N=C1SC(CC(=O)Nc2c(C)cccc2C)C(=O)N1CCc1ccccn1 (stereo unspecified),-7.8,3.2,-28.4,/,-1.3,-3.6,-3.9,/
COc1ccc(C(=O)/C=C/Nc2cc(C)ccn2)cc1,-64.8,-6.6,0.3,/,-16.3,74.2*,-10.4,-16.8
Cc1cccc(NC(=O)CCc2ccc(S(=O)(=O)NC3CCCCC3)cc2)c1,/,-2.2,-21.8,12.8,1.3,27.1,-2.4,-8.9
COc1ccc(CC(=O)Oc2ccccc2C)cc1S(=O)(=O)N1CCOCC1,-14.1,1.7,-0.6,7.8,-0.9,-14.2,-2.5,/
O=S(=O)(c1ccccc1)N1CCN(c2nc(-c3cccnc3)nc3ccccc23)CC1,3.4,7.9,-18.3,19.3,7.6,-5.0,-4.0,-0.4
CCCOc1ccc(C(=O)OCC(=O)c2c(N)n(C)c(=O)n(C)c2=O)cc1OCC,-3.3,/,2.0,/,/,4.1,/,1.7
CCC(=O)N[C@H]1C=C[C@@H](CC(=O)NCc2cc(F)cc(F)c2)O[C@H]1CO,-7.9,-5.4,12.4,7.1,-4.0,3.9,-1.0,4.7
CCOC(=O)C1C(=O)C=C(c2ccc(Br)cc2)CC1c1ccco1 (stereo unspecified),-8.6,-0.1,/,0.2,13.5,/,-2.5,32.4
C[C@H]1CN([C@@H](C)CO)C(=O)Cc2cc(NC(=O)Cc3ccccc3)ccc2O[C@@H]1CN(C)CC1CC1,-16.3,6.5,8.7,7.2,1.5,-9.5,-1.4,-2.1
CC(=O)c1ccc(N2CCN(C(=O)CCN3C(=S)NC(C)(C)CC3C)CC2)cc1 (stereo unspecified),-8.3,/,0.5,/,-5.0,-0.2,/,3.0
O=C(/C=C/c1cccs1)N1CCOCC1,4.9,/,10.3,/,6.2,-19.8,/,/
Cc1[nH]c(C)c(S(=O)(=O)NCC(C)c2ccccc2)c1C(=O)N1CCCCC1 (stereo unspecified),-3.9,-2.0,-4.6,-3.6,-7.5,-2.9,11.4,-18.3
